From PubChem BioAssay
Mot1-301 SUMO – blocks SUMOylation pathway, rescuing yeast Mot1-301 growth; AID 2716; S. cerevisiae Mot1-301 growth rescue, ATP luminescence, 38.5C; percent above DMSO median, 100 means doubled; 1% of 320,000 active; growth rescue, % at 18.8 µM;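 active = every valid replicate shows activation above 250% relative to neutral control wells; inactive = the rest, any valid replicate at or below 250%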;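 also: OY570 slx delta 5 strain wells were the positive control but not used for scaling; some compounds called inactive have numbers as strong as hits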
AddAB inh – less growth of phage-infected E. coli with AddAB | E. coli expressing H. pylori AddAB, absorbance growth | inhibition, % at 11.9 µM | 0.29% of 330,000 active | AID 435030; in the data active = inhibition above about 12%;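 also: 0% = vehicle wells of infected cells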
phage Ecoli inh – E. coli growth loss with phage present; growth absorbance; inhibition, % at 11.9 µM; 0.26% of 360,000 active; in the data active = inhibition above about 11%
PfHsp90 yeast 2 – inhibits growth of yeast expressing Plasmodium falciparum Hsp90; AID 504621; inhibition, % at 9.4 µM; 0.32% of 310,000 active; S. cerevisiae expressing PfHsp90, BacTiter-Glo ATP, 48 h; yeast lacking PDR1 and PDR3 efflux regulators;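 active = every replicate shows inhibition above about 80%, whatever the replicate mean, limit read from the data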;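 also: 0% = DMSO neutral controls and 100% = 20 µM radicicol positive controls; yeast relying on Plasmodium falciparum Hsp90 in place of its own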
E coli growth – counter-screen for AddAB inhibitors: E. coli growth inhibition; E. coli V3065 growth, OD600 absorbance, 18 h; inhibition, % at 11.9 µM; 0.27% of 330,000 active; AID 449728;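 active = inhibition above the campaign's mean inhibition across all tested compounds plus 3 SD, cut at about 9.9% in these data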;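 also: uninfected addAB+ strain grown without phage in ampicillin broth; 0% = DMSO wells and 100% = ciprofloxacin 0.95 µg/ml wells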
MOR-DOR ag – agonists of human mu-delta opioid receptor heterodimerization; cells, OPRM1-OPRD1 heterodimerization, luminescence; activation, % at 9.3 µM; 0.3% of 340,000 active; AID 504326; in the data active = activation above about 18%;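 also: 0% = vehicle-treated cells and 100% = reference agonist; values of inactives mirror those of a sister screen read the other way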
HTR5A inv ctr – inverse agonist of human HTR5A in OPRM1-OPRD1 counter-screen | HTR5A cell line, luminescence, inverse agonism | inhibition, % at 9.3 µM | 0.083% of 340,000 active | AID 504634; in the data active = inhibition mostly above about 23%, no sharp cut-off; inactive = mostly below about 18%;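 also: 0% = cells with DMSO and 100% = no-cell wells with DMSO; some compounds called inactive have numbers as strong as hits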
OPRM1-OPRD1 inv – mu-delta opioid heterodimer inverse agonism | cell-based MOR-DOR heterodimer luminescence | inhibition, % at 9.3 µM | 0.21% of 340,000 active | AID 504357; in the data active = inhibition above about 22%, passing the limit was not always enough;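 also: 0% = cells with DMSO and 100% = wells without cells with DMSO; values of inactives mirror those of a sister screen read the other way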
HTR5A ag – HTR5A agonism, opioid heterodimer counter-screen; 0.61% of 340,000 active; AID 504692; activation, % at 9.3 µM; HTR5A agonist assay, luminescence, cell-based; in the data active = activation mostly above about 9.5%, no sharp cut-off; inactive = mostly below about 7.6%;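 also: 0% = cells with vehicle only and 100% = reference agonist; strong numbers were not always called active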
PKA-R1A activ – PKA-R1A complex activation; P00514+P68181; PKA-R1A dissociation, Cy5-IP20 fluorescence polarization; scaled: DMSO 0%, 113 µM cGMP 100%; activation, % at 11.4 µM; 0.083% of 340,000 active; AID 504707;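 active = percent activation above the mean of all tested compounds plus 3 SD, cut at about 19% in these data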;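 also: higher means more PKAc released from R1A so a rise in polarization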
DSG3 Ab inh – blocks pemphigus antibody binding to human desmoglein-3 | P32926 | AID 588358 | 0.48% of 310,000 active | DSG3-coupled beads, scFv-anti-DSG3-GFP binding, flow cytometry; hits give low values | binding (percent of control), % at 10 µM;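 active = binding more than 3 SD below its plate's average and above zero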;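 also: hits lower antibody fragment binding to DSG3; some compounds called inactive have numbers as strong as hits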
Target sequence (P32926 whole entry, looked up, the tested form may be a part): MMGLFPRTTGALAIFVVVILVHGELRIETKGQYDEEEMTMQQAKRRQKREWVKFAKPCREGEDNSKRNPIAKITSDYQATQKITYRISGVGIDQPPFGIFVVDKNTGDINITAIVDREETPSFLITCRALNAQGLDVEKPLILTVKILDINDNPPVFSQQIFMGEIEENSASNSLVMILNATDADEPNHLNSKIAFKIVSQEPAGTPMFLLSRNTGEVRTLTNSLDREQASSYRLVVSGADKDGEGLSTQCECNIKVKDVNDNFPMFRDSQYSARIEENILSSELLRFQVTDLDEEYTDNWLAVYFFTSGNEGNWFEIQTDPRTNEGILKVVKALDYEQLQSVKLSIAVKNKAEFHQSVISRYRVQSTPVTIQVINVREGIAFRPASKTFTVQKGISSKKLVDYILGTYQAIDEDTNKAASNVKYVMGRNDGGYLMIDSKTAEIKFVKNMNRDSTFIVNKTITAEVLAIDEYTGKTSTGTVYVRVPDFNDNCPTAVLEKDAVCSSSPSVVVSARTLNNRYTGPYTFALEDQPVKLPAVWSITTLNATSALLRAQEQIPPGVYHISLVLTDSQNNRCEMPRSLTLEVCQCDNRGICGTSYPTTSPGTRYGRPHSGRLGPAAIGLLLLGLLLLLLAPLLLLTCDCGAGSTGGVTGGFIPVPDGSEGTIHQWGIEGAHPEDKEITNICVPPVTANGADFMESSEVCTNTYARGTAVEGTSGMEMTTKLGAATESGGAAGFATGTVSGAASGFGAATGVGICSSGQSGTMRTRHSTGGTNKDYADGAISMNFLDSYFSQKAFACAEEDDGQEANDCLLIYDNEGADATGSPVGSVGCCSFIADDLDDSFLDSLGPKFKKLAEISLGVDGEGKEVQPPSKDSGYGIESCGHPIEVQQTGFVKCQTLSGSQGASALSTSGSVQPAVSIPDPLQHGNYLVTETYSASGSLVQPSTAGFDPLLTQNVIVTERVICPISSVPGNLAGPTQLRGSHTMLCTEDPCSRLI
Starred values were filed as active, the others as inactive; · = no result given.

1: Cc1ccc(-n2ncc3c(Nc4cccc(C(=O)O)c4)ncnc32)cc1
2: COC(=O)c1ccc(N2C(=O)CC(SCCN)C2=O)cc1 (stereo unspecified)
3: COCCCNS(=O)(=O)c1ccc(SC)cc1
4: NC(=O)CC(NC(=O)Cc1ccc(Br)cc1)c1ccc(N2CCCCCCC2)c([N+](=O)[O-])c1 (stereo unspecified)
5: COc1ccc(C)cc1N1CC(C(=O)OCc2nc(N)nc(Nc3ccccc3C)n2)CC1=O (stereo unspecified)
6: O=C(Nc1ccc2c(c1)OCCO2)C1CCCN1S(=O)(=O)c1cccc2cccnc12 (stereo unspecified)
7: COc1ccc(CC(=O)Nc2ccc(-c3cn4ccc(C)cc4n3)cc2)cc1
8: S=C(NCC1CCCO1)NC1CC1 (stereo unspecified)
9: Cc1ccc(S(=O)(=O)N2CCN(C(=O)c3sccc3C)CC2)cc1
10: CN(CC(=O)Nc1ccc(F)cc1)C(=O)CCc1ccccc1
Screen / compound no.,1,2,3,4,5,6,7,8,9,10
Mot1-301 SUMO,158,-5,-6,6,·,-11,·,2,·,5
AddAB inh,-0.1,5.2,2.1,1.7,·,3.3,-0.2,2.7,2.0,-1.5
phage Ecoli inh,0.5,3.4,1.6,1.0,0.5,-0.8,-1.2,2.1,3.9,1.2
PfHsp90 yeast 2,-7,8,24,-17,·,-5,-8,-5,·,9
E coli growth,-2.1,0.1,-0.3,-1.3,·,-1.1,-2.3,0.9,5.6,-3.1
MOR-DOR ag,0.5,-0.2,-2.5,-1.0,-3.6,-2.5,2.9,-2.3,-2.5,-1.9
HTR5A inv ctr,-24,-1,10,-9,-1,-4,-4,2,-3,-8
OPRM1-OPRD1 inv,-3,1,13,6,19,13,-14,12,13,10
HTR5A ag,5,-4,3,3,0,1,2,5,1,3
PKA-R1A activ,-7,1,11,11,-3,-1,-3,-7,-7,-4
DSG3 Ab inh,104,99,·,105,109,114,106,95,102,102

11: CN(C)N(C)C(=O)C(O)(c1ccccc1)c1ccccc1
12: Fc1ccc(CSc2nnc(-c3ccncc3)o2)cc1
13: CCOC(=O)C1(CC2CC2)CCN(S(=O)(=O)C[C@]23CC[C@H](CC2=O)C3(C)C)CC1
14: CCN(CCCNC(=O)CN1C(=O)COc2ccc(S(=O)(=O)N3CCC(C)CC3)cc21)Cc1ccccc1
15: COC(=O)C1CN(C(=O)COc2ccccc2)c2ccccc2O1 (stereo unspecified)
16: S=c1[nH]nc(-c2ccc3ccccc3n2)n1-c1ccc2ncccc2c1
17: CN1CCCN(S(=O)(=O)c2ccc(Cl)c(Cl)c2)CC1
18: Cc1ccc(N(C)C(=O)c2ccc(CNc3c(N4CCC(C)CC4)c(=O)c3=O)cc2)cc1
19: COc1ccc(CNC(=O)COC(=O)c2ccc(Br)c(S(=O)(=O)N3CCOCC3)c2)cc1
20: CN(C)c1cccc(C(=O)NN2C(=O)NC3(CCCCC3)C2=O)c1
Screen / compound no.,11,12,13,14,15,16,17,18,19,20
Mot1-301 SUMO,25,-10,-5,178,-29,-4,·,98,-6,3
AddAB inh,-2.3,-0.3,-1.2,2.5,-0.2,3.2,·,0.5,1.5,0.0
phage Ecoli inh,3.2,4.7,1.1,2.7,-0.5,1.6,2.4,1.7,0.0,-0.6
PfHsp90 yeast 2,11,0,-27,-6,-13,10,-1,-2,·,-1
E coli growth,1.2,-0.6,0.0,0.8,-1.4,0.2,·,-1.1,3.5,-1.1
MOR-DOR ag,-1.0,-0.4,-0.3,1.0,-1.9,-1.4,-1.5,-2.7,-3.7,-5.3
HTR5A inv ctr,5,7,-25,-30,-2,21,1,-51,2,9
OPRM1-OPRD1 inv,5,2,1,-5,10,8,8,15,14,20
HTR5A ag,-2,-3,-4,1,0,-2,-2,-8,2,5
PKA-R1A activ,-2,-2,1,14,-2,4,5,-3,-4,1
DSG3 Ab inh,93,106,105,93,98,117,102,96,100,·

21: O=C(CCN1C(=O)/C(=C\c2ccc(F)cc2)SC1=S)Nc1ccccc1
22: Cc1cc(N)c(NC2=CC(=O)CC(C)(C)C2)cc1C
23: O=C(NCC1CCCO1)c1ccc(COCC(F)(F)C(F)F)cc1 (stereo unspecified)
24: COc1ccc(S(=O)(=O)N2CCOCC2)cc1NC(=O)c1cc(C)oc1C
25: CCN(C(=O)COC(=O)CNS(=O)(=O)c1ccc2ccccc2c1)C1CCCCC1
26: O=S(=O)(c1ccc(Br)cc1)N1CCCC1c1nc2ccccc2s1 (stereo unspecified)
27: COc1ccc(-n2c(SC)nnc2-c2c[nH]c3ccccc23)cc1
28: COc1ccc(-c2nc(N)n(C(=O)c3cccs3)n2)cc1
29: COc1ccc(N2CCN(C(CNS(=O)(=O)c3ccc(C)cc3)c3ccccc3)CC2)cc1 (stereo unspecified)
30: COc1ccc(N2CCN(Cc3nc4c(c(=O)n(C)c(=O)n4C)n3CCc3ccccc3)CC2)cc1
Screen / compound no.,21,22,23,24,25,26,27,28,29,30
Mot1-301 SUMO,3,·,9,-7,3,-5,-3,22,-9,-18
AddAB inh,3.2,0.8,1.1,0.4,0.9,2.3,1.2,-0.1,-0.6,-1.2
phage Ecoli inh,4.1,1.9,-1.1,-0.1,1.2,1.5,1.2,1.4,3.2,1.4
PfHsp90 yeast 2,9,-6,-11,18,-8,48,17,2,-2,-4
E coli growth,-0.1,-3.1,-0.5,0.3,-1.0,-0.9,2.2,1.5,-0.8,-0.1
MOR-DOR ag,1.4,-0.6,-0.9,-0.1,0.9,1.4,1.1,-0.2,1.9,-0.9
HTR5A inv ctr,-3,22,5,6,8,2,-16,-40,3,-14
OPRM1-OPRD1 inv,-11,4,5,0,-6,-7,-6,1,-9,6
HTR5A ag,1,0,-2,-3,-3,-3,5,-1,-1,1
PKA-R1A activ,0,3,-2,7,-4,-4,-13,-6,-16,-11
DSG3 Ab inh,126,90,100,109,·,106,81,·,·,99

31: CC1CCCN(CCCNC(=O)C2CCC(CNS(=O)(=O)c3cccc4nsnc34)CC2)C1 (stereo unspecified)
32: CC(=O)N1Cc2ccccc2CC1C(=O)NCc1ccccc1F (stereo unspecified)
33: COC(=O)c1ccc(Cn2cc([N+](=O)[O-])cn2)cc1
34: C=CCn1c(=O)c2ccccc2n2c(=S)[nH]nc12
35: CCN(CC)c1ccc(/C=N/NC(=O)c2cc(C)nc3ccccc23)cc1
36: NS(=O)(=O)c1ccc(NC(=S)N2CCN(Cc3ccc4c(c3)OCO4)CC2)cc1
37: Cc1cc(O)c(N)c(C)c1Cl
38: CC(=O)c1c(C)[nH]c(C(=O)OCc2cccc(Cl)c2)c1C
39: Cc1ccc(CN2CCC(NC(=O)c3ccccc3)CC2)cc1
40: COc1c(O)cccc1[C@@H](O)C1CCN(CCc2ccc(F)cc2)CC1
Screen / compound no.,31,32,33,34,35,36,37,38,39,40
Mot1-301 SUMO,7,-1,-8,8,3,5,-23,-1,-11,117
AddAB inh,1.3,-0.4,5.7,1.6,1.6,3.8,1.0,-0.3,3.5,2.3
phage Ecoli inh,·,2.0,4.4,0.9,-0.2,3.2,3.4,0.3,1.7,1.9
PfHsp90 yeast 2,-9,2,-22,-24,6,1,-3,-14,5,10
E coli growth,-2.3,-0.9,3.1,1.9,3.0,1.3,0.0,-1.2,-1.6,0.0
MOR-DOR ag,-0.6,-0.9,-1.8,-0.7,-0.9,-2.1,0.1,4.8,-3.1,9.9
HTR5A inv ctr,-3,20,18,4,12,-30,-24,-8,-2,-18
OPRM1-OPRD1 inv,3,5,9,3,4,11,-1,-23,14,-54
HTR5A ag,8,-2,-7,-1,-3,2,1,3,1,-3
PKA-R1A activ,8,3,-2,-3,2,0,12,-6,-10,4
DSG3 Ab inh,108,96,·,105,102,106,96,·,100,105

41: O=C(Nc1sc2c(c1C(=O)NCc1ccco1)CCCC2)c1ccc2c(c1)OCO2
42: Cc1noc(C)c1NC(=O)N(C)C[C@@H]1Oc2ccc(NC(=O)C3CCCCC3)cc2C(=O)N([C@@H](C)CO)C[C@H]1C
43: CCN1CCN(CC(=O)Nc2ccc(OC(F)(F)F)cc2)CC1
44: CC1CCCC(NC(=O)COC(=O)COc2ccccc2Cl)C1C (stereo unspecified)
Screen / compound no.,41,42,43,44
Mot1-301 SUMO,-10,-16,-20,-2
AddAB inh,0.8,0.9,-0.9,-1.2
phage Ecoli inh,2.4,0.6,-1.5,1.1
PfHsp90 yeast 2,0,3,10,-19
E coli growth,-1.3,0.8,-0.9,-0.3
MOR-DOR ag,0.7,-1.9,-1.1,-0.8
HTR5A inv ctr,-26,25,5,0
OPRM1-OPRD1 inv,-4,11,6,4
HTR5A ag,0,-4,-1,-4
PKA-R1A activ,0,5,-2,-6
DSG3 Ab inh,96,98,88,108

Given with tabs: 5 of the compounds above.
item	SMILES	Mot1-301 SUMO	AddAB inh	phage Ecoli inh	PfHsp90 yeast 2	E coli growth	MOR-DOR ag	HTR5A inv ctr	OPRM1-OPRD1 inv	HTR5A ag	PKA-R1A activ	DSG3 Ab inh
7	COc1ccc(CC(=O)Nc2ccc(-c3cn4ccc(C)cc4n3)cc2)cc1	·	-0.2	-1.2	-8	-2.3	2.9	-4	-14	2	-3	106
8	S=C(NCC1CCCO1)NC1CC1 (stereo unspecified)	2	2.7	2.1	-5	0.9	-2.3	2	12	5	-7	95
9	Cc1ccc(S(=O)(=O)N2CCN(C(=O)c3sccc3C)CC2)cc1	·	2.0	3.9	·	5.6	-2.5	-3	13	1	-7	102
10	CN(CC(=O)Nc1ccc(F)cc1)C(=O)CCc1ccccc1	5	-1.5	1.2	9	-3.1	-1.9	-8	10	3	-4	102
11	CN(C)N(C)C(=O)C(O)(c1ccccc1)c1ccccc1	25	-2.3	3.2	11	1.2	-1.0	5	5	-2	-2	93

The order is random, and some 3.2% of all compounds hit somewhere here.
